Assay outcomes (PubChem)
TAG inh: triacylglycerol accumulation inhibition | H9c2 cells, Nile Red lipid (TAG) fluorescence; cells loaded with 200 µM oleic acid | inhibition, % at 12.5 µM | 230,000 tested, 0.66% active;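 active means pattern-corrected inhibition of lipid staining of at least 50% with the nuclear-stain viability signal not falling by more than 50%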;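 further: 0% = DMSO wells and 100% = triacsin C control wells; some results filed as inactive read as strong as hits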
TAG inh DAPI viability: second read-out of TAG inh, no call of its own (marks repeat the call); DAPI nuclei signal change (viability), lower = more cytotoxic, %;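 whole-well DAPI fluorescence read on a plate reader as a viability signal; minus 50 percent equals half of cells still viable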
* marks the source's active call; other numbers are inactive results; & = joins results of further samples. A portion of the library; the hit share may differ from the screen's.

Values run as follows: TAG inh	TAG inh DAPI viability
> O=C(CCCN=C1NS(=O)(=O)c2ccccc21)OCC(=O)c1ccccc1Cl
→ -10	5
> O=C(CCNC(=O)c1ccc(Br)cc1)NC1CCCc2ccccc21 (stereo not drawn)
→ 7	-7
> Cc1cccc(-n2c(SCC(=O)O)nc3sc4c(c3c2=O)CCC4)c1
→ 7	-3
> CCNC(=O)N(C)c1c(CC)nc2ccc(C(=O)Nc3cccc(OCC(=O)N(C)C)c3)cn12
→ 5	2
> CCN(CC(=O)Nc1ccc(NC(C)=O)cc1)C(=O)c1cc(-c2ccccc2Cl)nc2ccccc12
→ -2	5
> C/C(=N/Nc1ccc(C(=O)O)cc1)c1ccc2c(c1)Nc1ccccc1S2
→ 9	12
> CN(C)c1ccc(C=NC(CO)C(O)c2ccc([N+](=O)[O-])cc2)cc1 (stereo not drawn)
→ -15	1
> CCN(Cc1cnn(C)c1)C(=O)c1ccc(OC2CCN(S(=O)(=O)N(C)C)CC2)cc1
→ -11	3
> O=C(O)c1cc(S(=O)(=O)Nc2cccc(S(=O)(=O)N3CCCC3)c2)ccc1Cl
→ -4	7
> Cc1nc2sc(C(c3cccc(F)c3)N3CCN(C(=O)c4ccco4)CC3)c(O)n2n1 (stereo not drawn)
→ 1	-1
> CC(=O)Nc1ccc(-c2ccnc3c2CC(C)(C(=O)NCc2cccc(Cl)c2)O3)cc1 (stereo not drawn)
→ 22	-3
> CC(=O)c1cc(C)ccc1OC(=O)c1cccc2nc(C)oc12
→ -15	-8
> CCc1nc2c(OCC(=O)c3ccc(F)cc3)cccn2c1N(C)C(=O)COc1ccccc1
→ 5	-7
> Oc1c(N=NC(=S)Nc2ccccc2F)c2ccccc2n1Cc1cccc(Cl)c1
→ 16	-13
> CC(C)(C)c1ccccc1NC(=O)NC1CCN(Cc2c(F)cccc2Cl)CC1
→ -4	-10
> CCCCOc1ccc(C(=O)N2CCNC(=O)C2CC(=O)OC(C)C)cc1 (stereo not drawn)
→ 0	-3
> O=C(NNC(=O)C1CCN(c2ncccn2)CC1)c1ccccc1
→ -12	-15
> NC(=O)CSc1nnc(NC(=O)C2CC(=O)N(c3ccc(F)cc3)C2)s1 (stereo not drawn)
→ 13	-3
> Cc1cc(C)nc(NNC(=O)NC2CCCCC2)n1
→ -20	6
> C=CCN(c1ccc(C(=O)Nc2cccc(C)c2)cc1)S(C)(=O)=O
→ 6	-3
> CC12CCC(=O)C=C1C(O)CC1C2CCC2(C)C1CCC2(O)C(=O)CO (stereo not drawn)
→ 7	2
> CC12CCC(C(=O)Nc3cc(Cl)ccc3Cl)(C/C1=N\O)C2(C)C (stereo not drawn)
→ -13	0
> O=C(O)/C=C/c1ccccc1Oc1ccc(Cl)cc1Cl
→ 0	4
> CC(=O)c1ccc(NC(=O)C(C)OC(=O)c2ccc(NS(=O)(=O)c3ccc(F)c(F)c3)cc2)cc1 (stereo not drawn)
→ -4	-6
> COC(=O)c1ccc(NC(=S)NCCCn2ccnc2)cc1
→ -1	-6
> O=C(NCC1CCCCC1)c1cc(-c2cc(F)ccc2OCC2CCCO2)n[nH]1 (stereo not drawn)
→ 0	3
> O=C(O)/C=C\C(=O)Nc1ccccc1C(=O)NCc1ccccc1
→ -10	7
> Cc1c(-n2c(SCC(=O)N(C)C3CCS(=O)(=O)C3)nc3ccccc3c2=O)c(=O)n(-c2ccccc2)n1C (stereo not drawn)
→ -3	3
> CC1CCCN(S(=O)(=O)c2cc3c4c(c2)CCN4C(=O)CC3)C1 (stereo not drawn)
→ -2	-2
> COc1ccc(OC)c(-c2cc(C3CCN(c4cc(Cl)nc(N)n4)CC3)[nH]n2)c1
→ -42	0
> NC(=O)c1ccsc1NC(=O)COC(=O)CCCOc1ccccc1
→ -11	0
> O=C1CC(N2CCC(O)(c3ccc(Cl)cc3)CC2)C(=O)N1 (stereo not drawn)
→ -9	-7
> CCc1nnc(NC(=O)C2CC(=O)N(Cc3ccco3)C2)s1 (stereo not drawn)
→ 8	7
> COC(=O)Cn1c(=NC(=O)CCS(=O)(=O)c2ccccc2)sc2c(OC)ccc(OC)c21
→ 6	1
> O=C(CCNS(=O)(=O)c1ccccc1)NNC(=O)C1COc2ccccc2O1 (stereo not drawn)
→ 5	1
> CCSc1nc2ccccc2n1CCOc1ccccc1
→ -22	1
> O=C(C1=C[C@@H](c2ccc(C(F)(F)F)cc2)C[C@@H](OCc2ccc(CO)cc2)O1)N1CCOCC1
→ -16	5
> CCOC(=O)c1cn(CC(=O)Nc2cccc(Cl)c2C)nn1
→ 5	-10
> COC(=O)c1ccc2c(=O)n(CC3CCCO3)c(SCC(=O)Nc3ccc(OC)cc3OC)nc2c1 (stereo not drawn)
→ 1	-5
> COC(=O)c1cccnc1-n1c(=O)c2cccnc2n(Cc2cccc(C(F)(F)F)c2)c1=O
→ 1	-5

As entered above.
Value of `COC(=O)c1ccc(NC(=S)NCCCn2ccnc2)cc1` under TAG inh: -1
Value of `COc1ccc(OC)c(-c2cc(C3CCN(c4cc(Cl)nc(N)n4)CC3)[nH]n2)c1` under TAG inh: -42
Value of `O=C(O)/C=C\C(=O)Nc1ccccc1C(=O)NCc1ccccc1` under TAG inh: -10
Value of `CC(=O)c1ccc(NC(=O)C(C)OC(=O)c2ccc(NS(=O)(=O)c3ccc(F)c(F)c3)cc2)cc1` (stereo not drawn) under TAG inh: -4
Value of `CC12CCC(=O)C=C1C(O)CC1C2CCC2(C)C1CCC2(O)C(=O)CO` (stereo not drawn) under TAG inh: 7

Next section
Values run as follows: TAG inh	TAG inh DAPI viability
> CCCCCCCC(=O)N/N=C(\C)c1cccnc1
→ 16	-4
> COc1ccc(C(CNC(=O)C(C)(C)Oc2ccc(Cl)cc2)N2CCCC2)cc1 (stereo not drawn)
→ 21	-9
> COC(=O)c1sc(NC(=O)COc2cccc3ccccc23)nc1C
→ -28	6
> Cc1c(O)nc(SCC(=O)Nc2cccc(C(F)(F)F)c2)n(-c2ccccc2)c1=O
→ -11	4
> CCc1ccc(NS(=O)(=O)c2ccc3[nH]cc(C(=O)N4CCCCC4)c(=O)c3c2)cc1
→ 0	9
> CC(Cc1ccccn1)NC(=O)CCc1nnc(C2CCCCC2)o1 (stereo not drawn)
→ 5	2
> Cn1cc(C(CO)Cc2ccccc2)c2ccccc21 (stereo not drawn)
→ -6	-1
> Cc1ccccc1CN1C2=NCCN2c2ccccc21
→ 7	-3
> CC1Cc2ccccc2N1S(=O)(=O)c1cccc(C(=O)OCC(=O)NCc2ccco2)c1 (stereo not drawn)
→ 1	-3
> COc1ccc(NC(=O)N2CCCC(C(=O)NC(C)C)C2)cc1 (stereo not drawn)
→ 7	5
> O=C(NNC(=O)c1ccccc1[N+](=O)[O-])Nc1ccc(Cl)cc1
→ -7	0
> CCc1ccc(/C=C2\SC(=S)N(CCCC(=O)NC3=NCCS3)C2=O)cc1
→ 7	6
> CCC1CCCCN1C(=O)COC(=O)CSc1ccc(C(N)=O)cc1[N+](=O)[O-] (stereo not drawn)
→ -9	-5
> N#C/C(=C/C1=C(N2CCOCC2)C(=C/c2cccc([N+](=O)[O-])c2)/CC1)C(=O)Nc1ccccc1F
→ -50	-7
> CCN(CC)S(=O)(=O)c1ccc(Cl)c(NC(=S)NC(=O)C2CCCC2)c1
→ 1	-2
> Cc1c(C(=O)NCc2ccccc2)sc(=O)n1Cc1ccccc1F
→ -15	-1
> CC(C)Cn1c(SCC(=O)NC2CCCc3ccccc32)nc(O)cc1=O (stereo not drawn)
→ 1	-4
> Cc1ccccc1NC(=O)CC1SC(=Nc2ccc(O)cc2)NC1=O (stereo not drawn)
→ -4	1
> O=C1CN(c2ccccc2)C(=S)N1C(=O)c1ccccc1
→ 8	-2
> COC(=O)c1ccc2c(c1)NC(=O)CS2
→ 9	-1
> COC(=O)C1=CN(Cc2ccc(OC)c(OC)c2)C=C(C(=O)OC)C1c1ccccc1F
→ -1	30
> COc1ccccc1NC(=O)Nc1nc(CC(=O)NCc2ccc(F)cc2)cs1
→ 9	-12
> Cc1c(/C=N/O)c2ccccn2c1C=O
→ -10	-3
> CCOC(=O)N1CCN(C(=O)CSCC(=O)N=c2sc3cc(OC)ccc3n2C)CC1
→ -10	-5
> Cc1ccc(C(=O)N2CCOCC2)cc1Cl
→ -11	-9
> COCCCn1c(C(=O)NCCN2CCOCC2)cc2c(=O)n3ccccc3nc21
→ 1	34
> O=C1NCCN1c1ccccc1
→ -5	2
> CON(C)C(=O)CCC1CCCN1C(=O)OC(C)(C)C (stereo not drawn)
→ -6	10
> Cc1ccc(NC(=O)c2cc(-c3cccs3)on2)cc1C
→ -10	6
> C=CCC(CC=C)(C(N)=O)c1ccccc1
→ -12	-11
> COC(=O)c1[nH]c2ccc(C)cc2c1NC(=O)Oc1ccccc1
→ -1	5
> COc1cc(C)nc(Nc2nc(C)c(C(C)=O)s2)n1
→ 11	0
> Cc1cccc(NC(=O)CNC(=O)CSc2nc(N)cc(N)n2)c1C
→ -20	1
> CCN1CCN(c2ncnc3c2cnn3-c2ccc(C)cc2C)CC1
→ -5	0
> Cc1ccc(-n2c(-c3cnccn3)n[nH]c2=S)c(Br)c1
→ -19	10
> Cc1nnc(Nc2ccc3c(c2)ncn3C)c2ccccc12
→ -11	1
> CC(C)(C)NC(=O)NC(=O)CSc1nnc(COc2ccccc2Cl)o1
→ -5	-2
> CCOC(=O)C1CCCN(C(=O)c2ccc(S(=O)(=O)N3CCOCC3)cc2)C1 (stereo not drawn)
→ 3	1
> CCOc1ccc(CN2CCNC(=O)C2CC(=O)NCCCn2ccnc2)cc1 (stereo not drawn)
→ -7	8
> Cn1c(C(=O)O)cc2c(=O)n3ccccc3nc21
→ -7	8
> CCN(CC)C(=O)Cn1cc(C(=O)C(=O)NCc2ccco2)c2ccccc21
→ 3	-3
> CCOC(=O)CNC(=O)CSc1nc2cccnc2n1C
→ 0	1
> Cc1cc(C)c(C)c(S(=O)(=O)N2CCN(C(=O)C3CSC4(C)CCC(=O)N34)CC2)c1C (stereo not drawn)
→ 2	-2
> COc1ccc(CNC(=O)CN2CCN(S(=O)(=O)c3cc(Br)ccc3Br)CC2)cc1OC
→ 5	-4
> O=C(c1ccc(SCc2ccco2)c([N+](=O)[O-])c1)N1CCOCC1
→ -4	13
> N=C1/C(=C\c2ccc(OC(=O)c3ccco3)cc2)C(=O)N=C2SC(N3CCCCC3)=NN12
→ -1	-2
> O=C(CCC1CCCC1)Nc1cc(Cl)ccc1N1CCOCC1
→ -4	-11
> CSCCC(NS(=O)(=O)c1ccc(Cl)cc1)C(=O)OCC(=O)NC12CC3CC(CC(C3)C1)C2 (stereo not drawn)
→ -10	9
> O=C(CNC(=O)c1ccc(Cl)cc1)NCCCn1ccnc1
→ 16	-6
> COc1ccc(CCN(C(=O)c2ccc(F)cc2)C2=CC3CCC(C2)N3C)cc1OC (stereo not drawn)
→ 2	-4
> CC(Sc1nncn1C)C(=O)Nc1ccc(N2CCCCC2)cc1 (stereo not drawn)
→ -21	-1
> CCCOc1ccc(C(=O)Nc2ccc(S(=O)(=O)NC3=NCCCCC3)cc2)cc1
→ -15	6
> N=c1sccn1CC(=O)Nc1ccc(Cl)c(S(=O)(=O)N2CCOCC2)c1
→ 21	5
> COc1ccc(COC(=O)c2ccc(N3CCCC3=O)cc2)cc1F
→ -7	5
> CC(NC(=O)c1ccncc1)c1ccc(Br)cc1 (stereo not drawn)
→ 6	-4
> COc1cc(C2C(C#N)=C(SC)NC3=C2C(=O)CCC3)ccc1O (stereo not drawn)
→ -2	-4
> CCCCc1nnc(NC(=O)C2CCN(c3ncnc4sc(C)c(C)c34)CC2)s1
→ 0	-3
> CCOC(=O)c1ccc(NC(=O)CSCCC(=O)O)cc1
→ 6	2
> CC(C)C(=O)Nc1nnc(S(=O)(=O)N2CCCCCC2)s1
→ 11	-7
> COc1ccc(/C=N/N(C(C)=O)c2nc(-c3ccc(C)cc3)cs2)cc1
→ 6	-6

Compound profiles (already shown). Values in the order: TAG inh | TAG inh DAPI viability
Cn1c(C(=O)O)cc2c(=O)n3ccccc3nc21 is entered as -7 | 8
COc1ccc(COC(=O)c2ccc(N3CCCC3=O)cc2)cc1F is entered as -7 | 5
Cc1c(/C=N/O)c2ccccn2c1C=O is entered as -10 | -3
CC(=O)c1cc(C)ccc1OC(=O)c1cccc2nc(C)oc12 is entered as -15 | -8

(list continues)
Values run as follows: TAG inh	TAG inh DAPI viability
> Fc1ccc(SCCc2ccccn2)cc1
→ 1&6	-3&-6
> CO[C@H]1O[C@H](CBr)[C@@H](OC(=O)c2ccccc2)[C@H](O)[C@H]1O
→ -1	3
> C/C(=N\NC(=O)Cn1nc(C)c([N+](=O)[O-])c1C)c1ccc(Cl)s1
→ -9	1
> CN1CCN(Cc2cn[nH]c2-c2ccc(F)cc2F)[C@@H](c2ccccc2)C1
→ -3	5
> COc1cc(-c2nnc(CSc3nnc(Nc4ccc(C(C)C)cc4)s3)o2)cc(OC)c1OC
→ 2	6
> CC(C)C(C)NC(=O)CN1C(=O)NC2(CCc3ccccc3C2)C1=O (stereo not drawn)
→ 4	5
> Cc1ccc(NC(=O)c2c(Cl)nc3ccccn23)cc1
→ 13	-7
> CCOC(=O)C1C(=O)NC(N2CCOCC2)=NC1C(C)C (stereo not drawn)
→ -15	2
> O=C(N/N=C/c1ccco1)c1cc(-c2cccc3ccccc23)n[nH]1
→ -7	4
> CN1CCN(C(CNS(=O)(=O)c2ccc(Cl)cc2)c2cccnc2)CC1 (stereo not drawn)
→ 6	11
> CCN(CC)C(=O)CN(c1cccc(OC)c1)S(=O)(=O)c1ccc(C)cc1
→ -20	3
> O=C(COc1ccc2c(c1)OCO2)Nc1ccccc1C(F)(F)F
→ -19	-5
> COC(=O)c1ccccc1NC(=O)CSc1nnnn1C1CCCCC1
→ -5	10
> Cc1cc(NC(=O)CSc2nnc(N)s2)c([N+](=O)[O-])cc1C
→ 0	5
> O=C1NC[C@H](Cc2ccccc2)N(CC2CCN(CCc3ccccc3)CC2)C1=O
→ 1	-4
> CCN(C(=O)c1cccs1)C1CCS(=O)(=O)C1 (stereo not drawn)
→ 5	10
> CC(C)Nc1nc(Oc2ccc(Cl)cc2Cl)cc(C(F)(F)F)n1
→ -14	8
> Cc1ccccc1C(=O)Nc1ccccc1C(=O)NCC(C)C
→ -6	6
> O=C(NCCNC1CCC(c2ccccc2)CC1)c1ccc(F)cc1 (stereo not drawn)
→ 0	11
